Screening data from PubChem BioAssay.
SR-BI uptake up = SR-BI HDL lipid transfer activation | CHO ldlA[mSR-BI] cells, DiI-HDL uptake fluorescence, 3 h; 100 = double the neutral-control signal | activation, % at 12.5 µM | hit rate 0.096% among 320,000 | AID 504775;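 active = mean replicate activation of at least 60% and every replicate at or above 60%; inconclusive = mean or all-replicate condition met, but not both; inactive = mean below 60% and not all replicates reaching 60%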;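 also: 0% = median plate neutral-control signal and 100% = twice that signal; values of inactives mirror those of a sister screen read the other way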
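System: CHO ldlA[mSR-BI] cells / Medium: HEPES-buffered (25 mM, pH 7.4) F12 plus 0.5% BSA / Probe or stimulus: labelled HDL, 10 µg/mL / Doses: single compound concentration, delivered by pin transfer / Schedule: 3 h, 37 °C / Measured by: DiI fluorescence, bottom read / Measure: cell-associated DiI fluorescence as measure of HDL uptake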
PKA-R2B act = activates the human PKA-R2B holoenzyme complex; P22694+P31323; PKA-R2B holoenzyme dissociation, Cy5-IP20 fluorescence polarization; R2B truncated from residue 108, S112A mutant; 0% DMSO only, 100% 113 µM cGMP; activation, % at 11.4 µM; hit rate 0.079% among 340,000;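 active = activation above a cutoff set at the mean over all compounds plus 3 SD, cut at about 18% in these data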;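 also: higher means more holoenzyme dissociation and a rise in polarization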
SUMO Mot1 rescue = SUMOylation pathway inhibition by Mot1-301 growth rescue; growth rescue, % at 18.8 µM; hit rate 1% among 320,000; S. cerevisiae Mot1-301 growth rescue, ATP luminescence, 38.5C; percent above DMSO median, 100 means doubled;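 active = every valid replicate shows activation above 250% relative to neutral control wells; inactive = the rest, any valid replicate at or below 250%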;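 also: OY570 slx delta 5 strain wells were the positive control but not used for scaling; some compounds called inactive have numbers as strong as hits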
PKA-R1A activ = activators of PKA-R1A complex | P00514+P68181 | PKA-R1A dissociation, Cy5-IP20 fluorescence polarization; scaled: DMSO 0%, 113 µM cGMP 100% | activation, % at 11.4 µM | hit rate 0.083% among 340,000;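 active = percent activation above the mean of all tested compounds plus 3 SD, cut at about 19% in these data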;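 also: higher means more PKAc released from R1A so a rise in polarization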
SR-BI DiI inh = blocks mouse SR-BI lipid uptake from DiI-HDL. ldlA[mSR-BI] CHO cells, DiI-HDL uptake fluorescence, 3 h. inhibition, % at 12.5 µM. hit rate 0.96% among 320,000. AID 488896;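 active = mean replicate inhibition of at least 70% and a set share of replicates each scoring 70 or more; inconclusive = meets just one of the two criteria; inactive = fails both criteria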;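 also: 0% = median of neutral control wells and 100% = median of positive control wells; values of inactives mirror those of a sister screen read the other way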
Target sequence (Q61009 whole entry, looked up): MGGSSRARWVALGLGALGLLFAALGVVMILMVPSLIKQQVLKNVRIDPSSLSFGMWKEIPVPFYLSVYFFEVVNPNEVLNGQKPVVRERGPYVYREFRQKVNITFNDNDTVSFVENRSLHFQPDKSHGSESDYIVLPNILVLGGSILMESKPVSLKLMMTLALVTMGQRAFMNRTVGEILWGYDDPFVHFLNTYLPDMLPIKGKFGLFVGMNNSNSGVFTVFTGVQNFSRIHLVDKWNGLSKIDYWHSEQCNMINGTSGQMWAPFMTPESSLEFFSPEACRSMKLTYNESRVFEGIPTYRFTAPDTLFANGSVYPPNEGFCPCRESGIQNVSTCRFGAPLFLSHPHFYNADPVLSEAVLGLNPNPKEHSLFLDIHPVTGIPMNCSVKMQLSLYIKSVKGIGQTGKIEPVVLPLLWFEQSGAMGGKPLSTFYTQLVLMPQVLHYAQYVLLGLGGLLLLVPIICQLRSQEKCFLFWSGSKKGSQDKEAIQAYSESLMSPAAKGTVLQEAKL
Arr AP2 block = human beta-arrestin and AP2 interaction inhibition; FITC-arrestin peptide / GST-AP2 beads, flow cytometry; AP2 beta2 appendage carries R879A mutation; inhibition, % at 10 µM; hit rate 0.31% among 340,000; AID 504490;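 active = inhibition above a set limit, near 3 SD of compounds lacking own fluorescence, cut at about 54% in these data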;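 also: plate controls were DMSO wells for no effect and 5 µM unlabelled arrestin peptide for full effect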
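System: GST-AP2 R879A bound to glutathione beads, E. coli-expressed. Also added: 50 nM FITC-arrestin peptide. Schedule: compound with beads 12 min RT, then probe 1 h RT. Signal: bead flow cytometry, FITC channel. Read-out basis: percent response.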
NSD2 inh = inhibitors of human histone methyltransferase NSD2; NSD2 peptide methylation, AlphaScreen, 120 min; inhibition, % at 12.5 µM; hit rate 0.54% among 310,000; O96028; in the data active = inhibition above about 50%
CDK5 inh = blocks human CDK5/p35 kinase activity | Q00535+Q15078 | Recombinant CDK5/p35, ADP-Glo luminescence, 60 min | inhibition, % at 10 µM | hit rate 0.01% among 330,000 | AID 488839;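 active = highest replicate inhibition of at least 50% and at least 75% of replicates reaching 50%; inconclusive = only one of the two criteria met; inactive = both criteria failed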;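 also: plate controls were DMSO neutral control for no effect and GW8510 at 10 µM for full effect; many of its hits are not listed in these tables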
Target sequence (Q00535 whole entry, looked up): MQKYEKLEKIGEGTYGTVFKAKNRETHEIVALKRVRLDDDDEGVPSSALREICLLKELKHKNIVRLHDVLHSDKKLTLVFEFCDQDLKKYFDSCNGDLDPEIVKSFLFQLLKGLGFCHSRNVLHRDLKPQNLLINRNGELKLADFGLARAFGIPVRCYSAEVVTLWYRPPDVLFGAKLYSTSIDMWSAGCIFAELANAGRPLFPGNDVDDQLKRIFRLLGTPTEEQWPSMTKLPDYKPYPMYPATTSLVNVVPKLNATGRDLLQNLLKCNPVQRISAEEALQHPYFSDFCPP
Target sequence (Q15078 whole entry, looked up): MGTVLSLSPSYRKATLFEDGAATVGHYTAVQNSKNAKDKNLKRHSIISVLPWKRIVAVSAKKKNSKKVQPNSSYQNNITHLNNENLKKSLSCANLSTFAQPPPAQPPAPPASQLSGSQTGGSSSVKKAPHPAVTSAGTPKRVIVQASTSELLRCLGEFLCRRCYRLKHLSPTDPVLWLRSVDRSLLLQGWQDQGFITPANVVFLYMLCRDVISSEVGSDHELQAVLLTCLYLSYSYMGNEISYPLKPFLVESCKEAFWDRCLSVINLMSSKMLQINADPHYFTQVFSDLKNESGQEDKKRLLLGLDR
MITF TRPM1 HTS = MITF TRPM1 promoter activation in melanoma cells; hit rate 0.75% among 300,000; activation, % at 12.5 µM; SK-MEL-5 TRPM1-promoter luciferase, 24 h; % of positive control, neutral wells = 0;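 active = mean activation of at least 80% with every replicate also reaching 80%; inconclusive = mean reaches 80% but some replicate falls short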;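 also: 0% = neutral control wells and 100% = parthenolide positive control wells; values of inactives mirror those of a sister screen read the other way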
DSG3 Ab inh = blocks pemphigus antibody binding to human desmoglein-3 | hit rate 0.48% among 310,000 | P32926 | DSG3-coupled beads, scFv-anti-DSG3-GFP binding, flow cytometry; hits give low values | binding (percent of control), % at 10 µM;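 active = binding more than 3 SD below its plate's average and above zero; inconclusive = below that plate limit but binding exactly zero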;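 also: hits lower antibody fragment binding to DSG3; some compounds called inactive have numbers as strong as hits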
dFosB act = enhances mouse delta FosB homodimer DNA binding; activation, % at 25 µM; purified delta FosB, TAMRA-CDK5 oligo fluorescence polarization; percent of positive-control signal above neutral wells; AID 493131; P13346; hit rate 0.99% among 340,000;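 active = mean activation above about 17%, with every replicate also reaching it, limit read from the data, passing the limit was not always enough; inconclusive = only one of the two conditions met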;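 also: fluorescence polarization rise as delta FosB binds a TAMRA Cdk5 AP-1 oligo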
* = called active by the depositor; ? = inconclusive; . = no result given; + = active, no number. Random draw from the library. About 4.7% of those tested had a hit in this group.

SMILES	SR-BI uptake up	PKA-R2B act	SUMO Mot1 rescue	PKA-R1A activ	SR-BI DiI inh	Arr AP2 block	NSD2 inh	CDK5 inh	MITF TRPM1 HTS	DSG3 Ab inh	dFosB act
O=C1C=C(c2cccs2)C[C@H](c2ccccc2)[C@H]1n1nnc([N+](=O)[O-])n1	-3	1	12	3	3	30	1	1.9	-3	106	-5
O=S(=O)(c1ccc2nc(N3CCN(c4ccccc4)CC3)ccc2c1)N1CCCCC1	-10	0	62	4	10	8	1	-1.8	-16	.	1
Cc1ccccc1NC(=O)N1CCCC1C(=O)NCc1cccs1 (centres undefined)	-1	7	-10	-3	1	-8	0	-0.2	6	109	4
Nc1cccc(-c2cn(-c3cc4cc(C#CC5(O)CCCCC5)ccc4oc3=O)nn2)c1	-39	2	118	2	39	13	.	-0.1	-8	101	0
CN1CCN(C(=O)c2ccc(N(Cc3ccccc3Cl)S(C)(=O)=O)cc2)CC1	.	-2	9	-3	.	18	3	0.7	9	.	8
CCc1ccccc1OCC(=O)N(CC)CC(=O)NCc1ccc(F)cc1	-13	2	54	-3	13	19	-4	-0.6	-13	100	-7
COCC(C)NCc1ccccc1C (centres undefined)	39	3	0	-4	-39	0	34	0.2	7	.	-1
CS(=O)(=O)c1cnc(-c2cccnc2)nc1N	7	-3	-5	3	-7	4	0	0.5	3	105	2
CC12CCC(C(=O)Nc3cccc(NC(=O)C45CCC(C)(C(=O)O4)C5(C)C)n3)(OC1=O)C2(C)C	-16	-1	-5	-1	16	-1	-3	0.0	5	100	-4
COc1ccccc1C(=O)N/C(=C/c1ccccc1)C(=O)NC(CCSC)C(=O)O (centres undefined)	20	7	-2	3	-20	37	3	-0.6	-11	110	0
CCOC(=O)C1C(c2ccc(OC)cc2)N(C)OC1(O)C(F)(F)F (centres undefined)	19	0	8	5	-19	2	0	1.0	14	102	3
O=C(Nc1cccc(O)c1)c1ccccc1[N+](=O)[O-]	17	-7	-2	4	-17	14	-6	-3.8	11	105	8
COc1ccc(C2=CSC3=NCCN23)cc1	28	-7	-11	-5	-28	33	2	0.0	18	89	5
Cc1nn(-c2ccccc2)c(Cl)c1/C=N/Nc1nncc(=O)[nH]1	15	-8	6	-7	-15	-1	6	-0.2	4	91	-4
CCC(C(=O)N1CCN(c2cccc(Cl)c2)CC1)c1ccccc1 (centres undefined)	1	-1	54	5	-1	-5	5	-0.9	2	68	2
O=C(Nc1ccc(F)cc1)c1cccc(C(=O)Nc2ccc(F)cc2)c1	-53	-8	8	2	53	-9	-1	1.3	0	108	-9
COc1ccc(CNC(=O)c2c(O)c3ccccc3n(C)c2=O)cc1	2	-3	39	-2	-2	15	-2	1.2	3	106	-4
C/C(CC(=O)Nc1ccc(C)c(Cl)c1)=N\NC(=O)c1ccncc1	6	-5	.	-5	-6	-21	-1	-4.7	0	106	-5
COc1cccc(Cn2cnc3c(NS(=O)(=O)c4ccc(Cl)cc4)c(C)c(C)cc32)c1	-63	-5	-34	-1	63	2	-5	-1.7	.	109	17*
CCC(CCC(=O)Nc1cccc(C(=O)O)c1)C(=O)O (centres undefined)	.	3	136	-9	-11	-34	2	-0.3	3	106	0
O=C(O)CCCC(=O)Nc1ccc(Cl)cc1	22	-7	13	-2	-22	-1	0	-1.5	12	96	5
O=C(C[n+]1cc(-c2ccc(F)cc2)n2c1CCC2)Nc1nc(-c2ccc(F)cc2)cs1	-1	-3	-10	7	1	5	4	-1.0	-10	.	?
O=C(Nc1cccc2cccnc12)C1CCCC1	18	-3	51	0	-18	25	-4	-0.8	1	80	-5
CS(=O)(=O)c1ccc(Cl)c(NC(=O)CNC(=O)c2ccc3c(c2)OCO3)c1	-11	-4	-15	2	11	-10	-2	-7.1	3	135	-6
Cc1ccc(OCC(=O)NNC(=O)c2cccnc2)cc1	32	9	-14	-1	-32	18	0	0.4	-1	99	1
CCc1ccc(-c2cc3c(=O)n(CC(=O)NCc4ccccc4F)ncn3n2)cc1	16	-6	-6	-2	-16	24	.	-1.0	24	100	0
CCCCC(c1nnnn1C1CCCC1)N1CCN(C2CCCCC2)CC1 (centres undefined)	8	-7	-18	-15	-8	9	1	-0.4	11	120	-9
C#CCOCCOCCOCCNc1nc(N2CCN(C(=O)[C@H](CCC(=O)O)n3cc(C(N)Cc4ccc(O)cc4)nn3)CC2)nc(N2CCN(C(=O)[C@H](Cc3cc4ccccc4[nH]3)n3cc(C(N)[C@H](C)CC)nn3)CC2)n1 (some centres undefined)	0	-2	-6	-10	0	2	.	-0.6	3	107	10
O=C(NCc1ccco1)c1cc(-c2ccncc2)nc2ccccc12	-11	2	-2	-3	11	-9	3	-1.3	2	96	-9
C=CCn1c(C)cc(C(=O)COC(=O)/C=C/c2c(C)nn(C3CCS(=O)(=O)C3)c2Cl)c1C (centres undefined)	-44	4	7	3	44	6	1	1.7	0	98	-6
COc1cc(C(=O)Sc2ccc(Cl)cc2)cc(OC)c1OC	17	-3	-10	0	-17	25	.	-0.5	9	.	6
Cc1cccc(N=C2NC(=O)CS2)c1C	9	3	65	-11	-9	28	12	6.1	11	101	-7
CS(=O)(=O)c1ccc(Cl)c(NC(=O)Cc2ccccc2F)c1	-72	-1	2	-7	?	-13	-2	1.1	-8	90	3
CC1(C)N=C(N)NC(Nc2ccc(Cl)cc2)=N1	10	-7	.	-17	-10	1	-1	-0.2	-4	100	0
CN(N=Nc1cccc([N+](=O)[O-])c1)c1ccccc1	-4	0	79	5	4	9	2	1.2	45	107	7
COc1ccc(NC(=O)COc2ccccc2Cl)cc1S(=O)(=O)N1CCCCC1	-38	-14	.	-6	38	13	-1	-6.3	-7	113	-8
CC(=O)Nc1ccc(/C(C)=N/Nc2nc(N3CCOCC3)nc(N3CCOCC3)n2)cc1	-15	-7	-1	-15	15	-4	9	3.3	-10	108	-4
O=Cc1ccc(C(=O)O)cc1	-11	-5	1	1	11	-16	.	0.0	-6	102	2
O=C(NC1CCCCC1)C(c1ccccc1)N(Cc1ccc2c(c1)OCO2)C(=O)c1cnsn1 (centres undefined)	-29	-10	-14	-14	29	7	3	1.0	3	113	-4
Cc1cccnc1NC(=O)CSc1nnc(Cc2ccccc2)o1	5	3	-13	4	-5	31	-2	0.9	-3	99	1
CCc1ccc[n+](-c2[nH]c(=O)sc2/C=N/N=C(\[O-])c2cccnc2)c1	4	10	5	5	-4	4	0	-1.6	4	98	-1
O=C(N/N=C/c1cccs1)c1ccc2nc[nH]c2c1	8	-8	-2	-1	-8	0	-4	-3.4	5	97	-10
COc1ccccc1/C=C/C(=O)OCC(=O)Nc1c(F)cccc1F	2	-3	-10	-12	-2	1	-4	-0.9	6	99	9
COc1cc(C(C(=O)NC2CCCC2)N(CCO)C(=O)Cn2nnc(-c3ccc(C)o3)n2)ccc1O (centres undefined)	.	-5	-8	2	.	21	-6	0.3	-5	.	-10
O=C(CC1CCCCC1)Nc1ccc(-c2ccc3nncn3n2)cc1	.	-5	.	-3	.	-8	1	0.5	-6	92	-15

Limited to SUMO Mot1 rescue, for some of the entries so far:
| structure | SUMO Mot1 rescue |
| --- | --- |
| O=C(NC1CCCCC1)C(c1ccccc1)N(Cc1ccc2c(c1)OCO2)C(=O)c1cnsn1 (centres undefined) | -14 |
| CS(=O)(=O)c1ccc(Cl)c(NC(=O)Cc2ccccc2F)c1 | 2 |

Other entries.
SMILES	SR-BI uptake up	PKA-R2B act	SUMO Mot1 rescue	PKA-R1A activ	SR-BI DiI inh	Arr AP2 block	NSD2 inh	CDK5 inh	MITF TRPM1 HTS	DSG3 Ab inh	dFosB act
CC(=O)N1CCC2(CC1)CC(=O)c1cc(Cl)ccc1O2	-10	-10	-5	0	10	7	.	0.1	-10	100	1
COc1cccc(CC(NC(C)=O)C(=O)NC2CCN(S(=O)(=O)c3ccc(NC(C)=O)cc3)CC2)c1OC (centres undefined)	-9	0	-16	-2	9	8	0	1.0	8	107	-11
N/C(=N\OC(=O)CCC1CCCC1)c1ccc([N+](=O)[O-])cc1	-6	-6	597*	-3	6	-17	-2	-0.4	0	82	-7
Cn1c(OCc2cccnc2)nc2c1c(=O)n(Cc1ccc(Br)cc1)c(=O)n2C	14	-2	55	-5	-14	0	0	-0.7	.	100	-15
CSc1cc(C)n(-c2ccccc2)c(=S)c1C(C)=O	22	-3	20	2	-22	28	4	1.2	-4	108	8
CN(CCC#N)C(=O)COC(=O)c1ccc(CNS(=O)(=O)c2ccc(F)c(Cl)c2)cc1	6	-14	-3	-5	-6	-3	.	-1.5	9	100	1
COCCCNC(=O)c1ccc(S(=O)(=O)c2ccc(Cl)cc2)c(NC(C)=O)c1	9	4	45	-11	-9	30	1	-0.1	10	97	-2
COc1ccc(C2CCCN2C(=S)Nc2ccccc2C)cc1OC (centres undefined)	-8	0	-9	-15	8	33	-5	3.0	3	102	-7
FC(F)Sc1nc2ccccc2[nH]1	5	-13	44	-4	-5	-20	14	1.4	.	.	2
CCCN(C(=O)COC(=O)CCOc1ccccc1C)c1c(N)n(Cc2ccccc2)c(=O)[nH]c1=O	-15	-3	-6	2	15	6	0	0.3	-3	.	6
CCCn1c(=O)c(/C(N)=N/O)nn(-c2cccc(C(F)(F)F)c2)c1=O	28	-9	19	-4	-28	12	-3	-0.6	15	104	-4
CCc1ccc(NC(=S)N(Cc2ccccc2)Cc2ccccn2)cc1	-10	3	6	-20	10	3	-4	-2.6	-7	115	-9
CCn1cc(C(C)NC(=O)COc2ccc(Cl)cc2C)c(C)n1 (centres undefined)	-23	0	5	8	23	-1	-3	0.9	1	107	-6
COc1cccc(/C=C/C(=O)OCC(=O)NC2CC2)c1	1	7	-7	11	-1	23	-1	-0.2	2	104	-6
Cc1noc(C)c1-c1ccc2ncnc(NC(C)c3ccco3)c2c1 (centres undefined)	-2	-6	1	-7	2	1	.	3.5	-13	102	-1
Cc1ccccc1C(=O)NN(C)c1nc2ccccc2nc1C(F)(F)F	-2	-8	+	-5	2	28	-1	-0.6	-4	114	11
